NPY1 pot ag: human NPY-Y1 potentiation or agonism, primary screen; hit rate 0.37% among 220,000; activation, % at 3.6 µM; P25929; AID 1304; NPY-Y1 expressing cells, potentiator/agonist activation; in the data active = activation above about 33%, passing the limit was not always enough;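 note: cells stimulated with NPY at EC10 then isoproterenol at EC100; 0% = low agonist plus stimulus and 100% = saturating agonist plus stimulus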
NPY-Y1 antag: antagonists of human neuropeptide Y receptor Y1; hit rate 1% among 200,000; P25929; inhibition, % at 3.6 µM; HEK293-CNG Y1 cells, membrane potential fluorescence; NPY at EC95, then isoproterenol;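 active = inhibition above the campaign mean inhibition of all tested compounds plus 3 SD, cut at about 20% in these data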;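 note: 0% = DMSO wells given NPY plus isoproterenol and 100% = isoproterenol alone without NPY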
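Material: HEK293 cells with Y1 receptor plus CNG channel; times: compound incubation 1 h at room temperature, readout 45 min post-stimulation; signal: fluorescence, membrane potential probe; read-out basis: fluorescence ratio normalized to % inhibition between controls; benchmarks: full-block control isoproterenol-only wells, zero-block control NPY plus isoproterenol wells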
S1P4 antagonist: blocks the human S1P4 receptor; O95977; S1P4-expressing cells, antagonist mode, reporter read-out; inhibition, % at 4.98 µM; hit rate 0.26% among 220,000; AID 1510; in the data active = inhibition above about 29%;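 note: 0% = wells stimulated with agonist and 100% = vehicle wells without agonist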
Target sequence (O95977 whole entry, looked up): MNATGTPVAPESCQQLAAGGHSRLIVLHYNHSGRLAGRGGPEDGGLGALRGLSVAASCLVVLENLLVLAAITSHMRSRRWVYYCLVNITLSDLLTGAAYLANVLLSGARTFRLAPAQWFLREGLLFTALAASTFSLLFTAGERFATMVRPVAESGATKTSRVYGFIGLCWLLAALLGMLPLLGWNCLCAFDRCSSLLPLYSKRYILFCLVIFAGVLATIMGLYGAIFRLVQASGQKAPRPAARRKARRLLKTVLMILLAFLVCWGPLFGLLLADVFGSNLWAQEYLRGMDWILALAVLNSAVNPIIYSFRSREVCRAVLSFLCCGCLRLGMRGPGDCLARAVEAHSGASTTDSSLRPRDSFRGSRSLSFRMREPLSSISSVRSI
BaF3 parental: counter-screen for JAK2V617F inhibitors: parental Ba/F3 viability inhibitors; CellTiter-Glo ATP luminescence; inhibition, % at 5.6 µM; hit rate 1.1% among 220,000;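 active = inhibition above a per-campaign cutoff, the mean inhibition of all tested compounds plus 3 SD, cut at about 27% in these data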;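 note: 0% = DMSO wells and 100% = JAK Inhibitor I control wells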
Runt-CBFb FRET: Runt domain-CBFb interaction inhibition | Q01196+Q13951 | Cerulean-Runt/Venus-CBFb FRET ratio 530/480, 1 h | inhibition, % at 20 µM | hit rate 0.46% among 220,000;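 active = inhibition over about 50% at 20 µM in the single-dose screen, limit read from the data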;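 note: 0% = DMSO wells and 100% = excess unlabeled CBFb competitor control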
Target sequence (Q01196 whole entry, looked up, the tested form may be a part): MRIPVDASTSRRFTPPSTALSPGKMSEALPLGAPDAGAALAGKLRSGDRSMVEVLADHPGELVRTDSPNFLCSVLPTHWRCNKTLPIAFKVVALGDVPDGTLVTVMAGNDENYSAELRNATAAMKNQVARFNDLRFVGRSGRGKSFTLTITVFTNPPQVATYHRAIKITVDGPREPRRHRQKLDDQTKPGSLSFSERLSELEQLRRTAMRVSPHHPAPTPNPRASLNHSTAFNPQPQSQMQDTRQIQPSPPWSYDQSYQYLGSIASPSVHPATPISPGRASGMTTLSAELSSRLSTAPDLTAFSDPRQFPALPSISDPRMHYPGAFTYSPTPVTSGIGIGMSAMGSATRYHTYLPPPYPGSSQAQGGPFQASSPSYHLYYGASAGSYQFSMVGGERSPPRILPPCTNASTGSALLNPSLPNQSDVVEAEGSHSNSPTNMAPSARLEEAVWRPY
Target sequence (Q13951 whole entry, looked up, the tested form may be a part): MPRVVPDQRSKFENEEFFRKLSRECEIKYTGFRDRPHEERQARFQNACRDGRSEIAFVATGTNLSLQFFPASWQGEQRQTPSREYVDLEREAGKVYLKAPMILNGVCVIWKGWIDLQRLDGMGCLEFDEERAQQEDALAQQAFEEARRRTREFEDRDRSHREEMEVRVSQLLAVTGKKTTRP
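Buffer or medium: Tris pH 7.5 buffer with BSA. Assay system: Cerulean-labeled Runt domain protein. Amount: each fluorescent fusion protein 100 nM. Read-out basis: loss of energy transfer signal. Incubation: 1 h compound exposure, room temperature. Probe or stimulus: Venus-CBFb binding partner, 100 nM. Detection: FRET, excitation 422 nm, emission at 530 and 480 nm.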
NPY-Y2 PAM-ag: potentiates or activates human NPY-Y2 receptor | P49146 | hit rate 0.45% among 220,000 | activation, % at 3.6 µM | AID 1359 | cells expressing NPY-Y2, potentiator/agonist read-out; in the data active = activation above about 27%;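 note: cells stimulated with NPY near EC25 plus isoproterenol at EC100; 0% = vehicle plus submaximal agonist and 100% = vehicle plus saturating agonist; some results beyond the cut were filed as inactive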
S1P4 ag: activates the human S1P4 receptor | hit rate 0.35% among 220,000 | AID 1509 | activation, % at 4.98 µM | O95977 | S1P4-expressing cell line, agonist reporter assay; in the data active = activation above about 11%;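 note: 0% = DMSO vehicle and 100% = reference agonist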
RBBP9 inh: inhibitors of human serine hydrolase RBBP9 | O75884 | recombinant RBBP9, FP-Rh probe fluorescence polarization | inhibition, % at 7.94 µM | hit rate 0.2% among 220,000;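 active = inhibition above the campaign mean of all tested compounds plus 3 SD, cut at about 14% in these data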;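 note: plate controls were DMSO wells with RBBP9 for no effect and wells lacking RBBP9 protein for full effect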
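Test system – recombinant human RBBP9 · Input – RBBP9 2.5 µM in dispensing solution, pre-mixing · Medium – Tris buffer pH 8.0, NaCl, Pluronic · Schedule – preincubation 30 min plus labeling 45 min at 25 °C · Measured by – fluorescence polarization · Measure – % inhibition · Controls – DMSO and no-protein wells · Replicates – one well per compound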
Ba/F3 V617F tox: lowers viability of Ba/F3 cells expressing EpoR and JAK2V617F | ATP luminescence | inhibition, % at 5.6 µM | hit rate 1.1% among 220,000 | AID 1446;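 active = inhibition above the campaign mean plus 3 SD over all tested compounds, cut at about 24% in these data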;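 note: cytokine-independent growth of Ba/F3 cells driven by EpoR plus mutant JAK2; 0% = DMSO-treated cells and 100% = JAK inhibitor I control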
Active calls of the source: *; . = not tested or not shown.

SMILES	NPY1 pot ag	NPY-Y1 antag	S1P4 antagonist	BaF3 parental	Runt-CBFb FRET	NPY-Y2 PAM-ag	S1P4 ag	RBBP9 inh	Ba/F3 V617F tox
O=C(COc1ccc(Cl)cc1Cl)N/N=C/c1ccc(OC2OC(CO)C(O)C(O)C2O)cc1 (configuration not stated)	13	.	-7	-1	1	-9	-0.2	-5	-1
O=C(/C=C/c1ccccc1Cl)NCc1ccccc1	12	13	11	0	-2	-5	1.9	0	-3
COc1ccc(C(=O)COC(=O)c2ccc(N(C)C)cc2)cc1	-15	9	-1	0	0	-8	-0.8	-8	-1
Cc1ccccc1NC(=O)C1C2CCCC1C2c1ccccc1 (configuration not stated)	-3	-3	19	3	-2	0	0.8	1	-1
COCCNc1oc(-c2ccc(C)cc2)nc1C#N	14	1	3	7	-2	2	-2.0	2	2
COc1cc(/C=N/NC(=S)Nc2cccc(S(=O)(=O)N(C)C)c2)ccc1O	8	2	-5	4	2	0	2.5	-4	2
Cc1ccc(Cn2c(CN3CC(C)OC(C)C3)nc3c2c(=O)[nH]c(=O)n3C)cc1 (configuration not stated)	8	-4	0	6	0	-6	1.8	4	1
Cc1nc2c(-c3ccccc3)c(C)nn2c(C)c1CCC(=O)NC(C)CCc1ccco1 (configuration not stated)	-9	6	-8	1	-6	-1	-4.6	-4	1
CCOC(=O)N1CCC(NC(=O)CCC(=O)N2CCOc3ccc(Cl)cc32)CC1	1	0	7	3	-1	1	0.0	-5	1
CC1Cc2cc(/C(O)=C3/C(=O)C(=O)N(CCCN(C)C)C3c3ccncc3)ccc2O1 (configuration not stated)	-8	-1	-7	2	-2	2	-0.2	-7	-2
Cc1cc(CN(C)C)c(O)c(C2(C)CCCCC2)c1	-13	4	-11	2	-1	6	0.4	-10	-2
O=c1c2c(-c3ccccc3)csc2nc2c3ccccc3c(NCCN3CCOCC3)nn12	-63	32*	-6	6	6	-36	0.2	-10	-2

Entries of single compounds, looked up by structure.
CC1Cc2cc(/C(O)=C3/C(=O)C(=O)N(CCCN(C)C)C3c3ccncc3)ccc2O1 (configuration not stated) is listed as NPY1 pot ag: -8; NPY-Y1 antag: -1; S1P4 antagonist: -7; BaF3 parental: 2; Runt-CBFb FRET: -2; NPY-Y2 PAM-ag: 2; S1P4 ag: -0.2; RBBP9 inh: -7; Ba/F3 V617F tox: -2
COc1ccc(C(=O)COC(=O)c2ccc(N(C)C)cc2)cc1 is listed as NPY1 pot ag: -15; NPY-Y1 antag: 9; S1P4 antagonist: -1; BaF3 parental: 0; Runt-CBFb FRET: 0; NPY-Y2 PAM-ag: -8; S1P4 ag: -0.8; RBBP9 inh: -8; Ba/F3 V617F tox: -1

Back to the main list, starting 3 compounds before the break.
SMILES	NPY1 pot ag	NPY-Y1 antag	S1P4 antagonist	BaF3 parental	Runt-CBFb FRET	NPY-Y2 PAM-ag	S1P4 ag	RBBP9 inh	Ba/F3 V617F tox
CC1Cc2cc(/C(O)=C3/C(=O)C(=O)N(CCCN(C)C)C3c3ccncc3)ccc2O1 (configuration not stated)	-8	-1	-7	2	-2	2	-0.2	-7	-2
Cc1cc(CN(C)C)c(O)c(C2(C)CCCCC2)c1	-13	4	-11	2	-1	6	0.4	-10	-2
O=c1c2c(-c3ccccc3)csc2nc2c3ccccc3c(NCCN3CCOCC3)nn12	-63	32*	-6	6	6	-36	0.2	-10	-2
CCc1nnc(NS(=O)(=O)c2ccc(NC(=S)NC(=O)c3cccnc3)cc2)s1	12	8	-10	6	4	-15	0.1	1	0
CCc1nc(Nc2ccc(OC)c(OC)c2)c2nnn(Cc3ccccc3Cl)c2n1	-18	3	-3	4	0	3	1.7	-1	1
Cc1ccccc1/C=N/Nc1nc2ccccc2[nH]1	-34	12	15	9	1	-23	-0.2	-3	5
O=C(CSc1nnc(-c2ccncc2)n1C1CCCCC1)Nc1ccccc1	27	2	-20	2	-1	-14	1.1	1	0
CCCN1C(=O)/C(=C/c2ccccc2OCc2ccc(C(=O)O)cc2)NC1=S	-1	-1	2	6	-2	-1	0.8	3	2
CC(C)CC[n+]1ccn(-c2nc3ccccc3nc2[N-]S(=O)(=O)c2ccccc2)c1	-20	-4	-10	2	20	-2	-0.9	-16	2
CSC1=NCCN1C(=O)Cc1cccc2ccccc12	3	.	-12	3	-1	-5	-0.2	-9	-1
O=c1nc(SCc2cccc(C(F)(F)F)c2)nc2ccccn12	5	9	-6	5	-5	10	0.2	0	-1
COCCCNc1nc2c(c(=O)[nH]c(=O)n2C)n1CC(O)COc1ccccc1C (configuration not stated)	8	2	-12	3	1	-10	-2.6	-8	0
O=C(c1cnn(-c2nc3ccccc3s2)c1)c1ccccc1O	14	1	-2	0	-2	-6	-1.8	-4	3
Cc1ccc(NC(=O)CCC(=O)N/N=C/c2ccco2)c(C)c1	-7	8	2	-1	-2	3	-1.6	-4	-4
COC(=O)c1sc2nc(CN3CCOCC3)nc(N3CCOCC3)c2c1C	-6	4	10	9	-1	-6	-0.2	1	3
CCC(=O)N/N=C/c1ccc(-c2ccc(Cl)cc2)o1	12	3	-5	-2	4	5	-1.6	-4	-2
CC(C)(C)OC(=O)N[C@H](Cc1ccccc1)C(=O)N1CCC(C(=O)O)CC1	13	3	-16	4	0	-4	2.3	-3	1
CCCOc1ccc(CN(CCO)CCO)cc1C(=O)OC	9	1	-13	-1	-1	3	1.4	-6	-3
N#CC1=C(N)n2c(s/c(=C\c3cccs3)c2=O)=C(C#N)C1c1cccs1 (configuration not stated)	10	6	3	2	-4	7	1.3	-8	2
COC(=O)c1ccc(NC(C)C(=O)OC)c([N+](=O)[O-])c1 (configuration not stated)	-11	0	-12	6	-2	15	1.1	-6	0
CC1=NC(=O)C(N=Nc2cccc3ccccc23)N1c1ccccc1 (configuration not stated)	7	-5	-13	2	.	5	1.8	9	-5
Cc1cccc(Nc2c3c(nc4ncnn24)CCC3)c1	-27	5	4	6	-1	-19	0.1	-4	-3
C=CCNC(=S)NNC(=O)c1ccc(OCC)cc1	1	3	-15	1	-1	-8	3.0	-9	3
CCc1ccc2nc3nc(C)cc(C)c3c(N)c2c1	5	3	-29	6	10	4	1.1	-4	3
COc1cc(C=O)ccc1OCCOCCOc1cc(C)ccc1Cl	11	12	-19	4	-2	-13	-1.1	0	-2
C[C@H]1CC[C@H]2C(=O)N[C@H](Cc3ccccc3)C(=O)N2[C@@H]1c1ccccc1	10	2	12	3	-1	4	0.7	-10	-2
CC1(C)C2CCC1(C)C(OC(=O)C[n+]1ccccc1)C2 (configuration not stated)	19	.	9	4	0	-6	0.2	4	-3
COc1ccc(C2C(C(=O)N3CCN(C)CC3)c3ccccc3C(=O)N2C2CCCCC2)cc1 (configuration not stated)	7	-3	6	4	-4	12	2.4	-10	0
COCCOc1ccc(C(F)(F)F)cc1Nc1nc2ccccc2o1	-25	3	-12	-1	3	6	0.5	-15	3
COc1cc(NC(=O)COC(=O)CNC(=O)c2ccc(C)s2)cc(OC)c1	1	-4	-3	4	0	12	0.3	-2	2
CCc1ccccc1S(=O)(=O)Cc1ccc(C(=O)NCc2cccs2)o1	11	4	1	8	0	-9	1.0	-5	0
Cn1c(C(=O)N2CCC(C(=O)N3CCN(Cc4ccc5c(c4)OCO5)CC3)CC2)cc2sccc21	12	2	9	1	-3	2	-0.3	6	-2
C=CCc1cc(OC)ccc1OCCOCCN1CCc2ccccc2C1	-19	13	4	5	-2	-18	1.8	-9	-3
CCN1CCCC1CNC(=O)c1cc2c(C)nc3ccccc3c2o1 (configuration not stated)	-12	0	-1	1	1	-7	0.8	-2	0
CCOC(=O)c1ccc(Oc2cc(C)nc(Cl)n2)cc1	14	.	-1	0	0	-16	-1.4	3	-2
Nc1nc(-c2ccccn2)nc(N)c1Cc1ccccc1F	-8	1	-11	2	3	-12	0.8	-8	4
O=C(O)CCC(=O)c1c[nH]c2ccccc12	-18	5	-15	4	-1	-6	-1.9	-5	-2
NC(=O)CC1Nc2cccc3cccc(c23)NC1=O (configuration not stated)	-9	4	-13	6	8	-3	-1.2	29*	-1
CCCCCCCCNC1=CC(=O)CC(C)(C)C1	-29	.	6	1	-4	-14	-0.4	-9	6
Cc1ccc(S(=O)(=O)N2CCOCC2)cc1C(=O)Nc1ccccn1	16	-7	-5	-2	2	12	0.5	-5	-3
C=CCOc1ccc(C2N3CC4(C)CN2CC(CCC)(C3)C4=O)cc1 (configuration not stated)	-11	7	11	1	-3	-6	0.4	0	4
COc1ccc(OC)c(NC(=O)Cn2c(CCC(=O)O)ccc2-c2ccc(C)cc2)c1	1	2	-2	8	-2	-20	0.1	8	4
CC1=C(C#N)C(=O)NC(C)(C)C1	-17	-5	-30	2	0	8	-3.1	8	-1
CC(C)(C(N)=O)N1CCN(c2ncc(C(F)(F)F)cc2Cl)CC1	-6	-2	-5	4	3	0	1.7	-8	0
c1csc(CN2CCOCC2)c1	5	-1	-15	3	1	4	0.7	-1	-4
Cc1cc(N)n(-c2ccccn2)n1	-10	.	16	-1	0	1	2.2	-11	0
CCOC(=O)Cn1cc(C(=O)OC)c2ccccc21	-4	1	-22	0	0	7	-1.1	3	-3
Cc1c(Cl)c(C(=O)N2CCCC2)nn1C	14	0	-9	1	-1	-1	-0.7	-6	-1
O=C(COc1ccccc1)N1CCN=C1SCc1cccnc1	18	-4	8	1	-2	19	0.4	-11	3
O=C(Cc1ccccc1)Nc1ccccc1N1CCN(c2ccccc2)CC1	10	22*	0	0	0	10	0.9	4	-4
CC1Cc2ccccc2N1CC(=O)NCc1ccccc1Cl (configuration not stated)	-15	9	-12	6	-1	2	-0.5	-5	0
O=C(Oc1ccc(C(=S)N2CCCCC2)cc1)c1ccccc1	0	2	8	-4	15	-16	-4.7	2	-2
CCn1c(SCc2ccccc2Cl)nc2ccccc21	6	7	0	-1	-4	13	-0.6	-1	-1
CCOC(=S)N/C(=N\S(=O)(=O)c1ccc(C)cc1)c1ccccc1	12	-1	-10	-2	2	12	0.1	2	-2
COc1ccccc1NC(c1cccnc1)c1ccc2cccnc2c1O (configuration not stated)	4	0	-6	2	7	-1	0.8	8	-5
c1ccc2[nH]c(CSc3nc4ccccc4o3)nc2c1	11	10	-3	1	0	0	2.6	-8	-2
O=C(/C=C/c1ccc(Cl)cc1)NCCN1CCOCC1	-20	-1	7	4	0	1	0.4	-4	3
CN(Cc1cn(C)nc1-c1ccc(Oc2ccccc2)cc1)CC1COCCO1 (configuration not stated)	-10	-1	-1	102*	2	5	-2.0	-7	98*
Cc1cc(OCC(=O)N2CCOCC2)cc2oc(=O)c3ccccc3c12	-25	2	4	4	0	-24	1.2	-6	3
O=S(=O)(Nc1nccs1)c1ccc(Cl)cc1	-7	6	-6	5	0	-2	1.6	-4	0
CNC(=O)CSc1nnnn1-c1cc(C)ccc1C	-6	3	-33	2	-4	9	3.8	-9	-3
O=C(NCC1CCCO1)c1ccc(NS(=O)(=O)c2cccc([N+](=O)[O-])c2)cc1 (configuration not stated)	-13	-2	7	8	-2	10	3.1	-6	5

Screening data as filed in PubChem.
